PDI inh = inhibitors of human protein disulfide isomerase; P07237; PDI insulin aggregation turbidity, A650, 90 min; inhibition, % at 10 µM; 350,000 compounds, 0.052% hits; AID 588391;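 active = mean inhibition across replicates of 30% or more, whatever share of single replicates reach that level; inconclusive = mean inhibition below 30% while every single replicate reaches 30%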;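 also: absorbance from insulin aggregation driven by PDI reduction with DTT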
Target sequence (P07237 whole entry, looked up): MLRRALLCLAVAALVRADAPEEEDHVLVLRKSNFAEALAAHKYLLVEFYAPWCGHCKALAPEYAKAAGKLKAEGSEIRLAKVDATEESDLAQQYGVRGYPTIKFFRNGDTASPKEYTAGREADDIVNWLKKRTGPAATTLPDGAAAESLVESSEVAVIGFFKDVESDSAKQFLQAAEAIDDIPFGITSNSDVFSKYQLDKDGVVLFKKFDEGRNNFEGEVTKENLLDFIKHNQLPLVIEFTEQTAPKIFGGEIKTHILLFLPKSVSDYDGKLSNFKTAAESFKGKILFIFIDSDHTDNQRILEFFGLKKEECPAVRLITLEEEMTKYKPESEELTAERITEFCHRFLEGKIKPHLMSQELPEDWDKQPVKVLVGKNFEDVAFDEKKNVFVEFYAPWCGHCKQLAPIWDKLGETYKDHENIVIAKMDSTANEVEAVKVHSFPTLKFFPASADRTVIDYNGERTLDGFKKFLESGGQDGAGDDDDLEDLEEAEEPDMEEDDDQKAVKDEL
MITF TRPM1 inh = reduces MITF-dependent TRPM1 promoter luciferase signal. SK-MEL-5 TRPM1 promoter luciferase, 24 h. inhibition, % at 12.5 µM. 330,000 compounds, 0.83% hits;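 active = mean inhibition across replicates of 60% or more, whatever share of single replicates reaches that level; inconclusive = some that reach 60%, reason not given; inactive = mean inhibition across replicates below 60%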; also: values of inactives mirror those of a sister screen read the other way
Exocytosis inh = blocks lytic granule exocytosis; 360,000 compounds, 0.66% hits; TALL-104 LAMP-1 surface exposure, flow cytometry; cells stimulated with thapsigargin and PMA; inhibition, % at 10 µM;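 active = inhibition above about 55%, limit read from the data; inconclusive = no clear call, values can overlap the other calls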
aDG glyco up = increases alpha dystroglycan glycosylation; 360,000 compounds, 0.22% hits; Pro5-aDG cells, alpha-DG glycosylation AlphaScreen (IIH6); 0% Pro5, 100% B10-LARGE cell signal; activation, % at 10 µM;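 active = activation of at least 8% versus controls, or a plate z-score of at least 8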;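 also: Pro5 are CHO cells carrying HIG-tagged alpha-DG that lacks glycosylation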
Vif inh = HIV Vif inhibition; HEK293T cells, Vif self-association by quenched fluorescence, imaging, 24 h; inhibition, % at 7.49 µM; 340,000 compounds, 0.35% hits; in the data active = inhibition above about 50%, passing the limit was not always enough; inconclusive = no clear call, values can overlap the other calls; inactive = below about 31%; also: some results filed as inactive read as strong as hits
hiPSC survival = hiPSC single-cell survival enhancement. survival enhancement, % at 20 µM. ATPlite luminescence; 100% = ROCK inhibitor wells, 0% = DMSO. 360,000 compounds, 0.044% hits. AID 602274; in the data active = survival enhancement above about 18%;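 also: cells exposed to compounds for 16 hours before the ATP read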
NR2E3 ag-1 = agonists of human NR2E3 nuclear receptor. CHO-S Gal4-NCOR/VP16-NR2E3 two-hybrid, luciferase. Q9Y5X4. AID 602229. 360,000 compounds, 0.35% hits. inhibition of corepressor binding, % at 3.98 µM;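 active = inhibition above the mean of all tested compounds plus 3 SD, cut at about 70% in these data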;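 also: 0% = DMSO with NR2E3 transfected cells and 100% = cells lacking NR2E3 construct; higher means lower luciferase signal from less NR2E3 corepressor binding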
Target sequence (Q9Y5X4 whole entry, looked up, the tested form may be a part): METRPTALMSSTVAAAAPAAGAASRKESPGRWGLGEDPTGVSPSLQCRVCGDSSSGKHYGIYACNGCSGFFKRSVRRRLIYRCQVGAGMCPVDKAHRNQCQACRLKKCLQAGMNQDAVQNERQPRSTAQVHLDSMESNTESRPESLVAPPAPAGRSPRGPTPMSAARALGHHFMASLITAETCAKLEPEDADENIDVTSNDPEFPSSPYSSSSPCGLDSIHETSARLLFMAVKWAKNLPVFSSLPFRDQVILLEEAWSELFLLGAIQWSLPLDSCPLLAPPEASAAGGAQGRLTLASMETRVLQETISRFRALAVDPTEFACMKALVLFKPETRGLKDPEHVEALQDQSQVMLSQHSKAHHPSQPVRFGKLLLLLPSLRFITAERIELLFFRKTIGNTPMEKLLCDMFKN
Peg3 prom inh = inhibitors of Peg3 promoter | 360,000 compounds, 1.7% hits | HeLa PEG-Prom luciferase reporter, luminescence, overnight | AID 588405 | inhibition, % at 20 µM;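 active = inhibition of at least 50% at 20 µM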
NR2E3 ag-2 = agonists of human nuclear receptor NR2E3. Q9Y5X4. GST-NR2E3/biotin-RetCOR TR-FRET, 1536-well. inhibition of corepressor binding, % at 4.78 µM. 320,000 compounds, 0.12% hits. AID 2300;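 active = percent inhibition above the cutoff of mean plus 3 SD of all tested compounds, set per screening campaign, cut at about 20% in these data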;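 also: 0% = DMSO wells and 100% = biotin wells as full block of FRET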
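Material: NR2E3–RetCOR corepressor complex / Amount: 1.35 nM GST-NR2E3 / Medium: Tris pH 7.5 / Compound: single nominal compound dose of 4.8 µM / Incubation: 5 h at 4 °C / Technique: TR-FRET, Eu(K)-anti-GST donor, streptavidin-D2 acceptor, ex 340, em 617/671 nm / Read-out basis: percent loss of FRET ratio relative to control wells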
CaV13 ICDI inh = Primary screen for inhibitors of IQ motif and Ca2+-dependent inactivation inhibitor domain binding in CACNA1D, Förster resonance energy transfer in living cells, …; HEK cells, CFP/YFP FRET ICDI-IQ, plate reader, 10 min; percent FRET-ratio fall versus neutral wells; inhibition, % at 12.3 µM; 340,000 compounds, 0.098% hits;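 active = mean replicate inhibition of at least 30% and at least 1% of replicates passing that level; inconclusive = only one of the two criteria is met; inactive = neither criterion is met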;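 also: 0% = median of the neutral control wells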
HIF-2a inh = blocks HIF-2a reporter activity; 786-0 RCC cells HIF-2a reporter, luciferase luminescence, overnight; inhibition, % at 18.8 µM; 360,000 compounds, 0.72% hits; AID 624352;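 active = inhibition of the luminescence signal of 40% or more relative to plate controls, in a single-dose primary screen at 18.75 µM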
* = called active by the depositor; ? = inconclusive; · = no result given.

SMILES | PDI inh | MITF TRPM1 inh | Exocytosis inh | aDG glyco up | Vif inh | hiPSC survival | NR2E3 ag-1 | Peg3 prom inh | NR2E3 ag-2 | CaV13 ICDI inh | HIF-2a inh
Cc1ccc(NC(=O)CN(C)CC(=O)Nc2c(C)cccc2C)c(Br)c1 | -9 | -5 | 2 | 0.3 | 5 | 2.1 | -1 | 2 | -2 | -5 | 2
CSc1ccc(/C=C(/NC(=O)c2ccco2)C(=O)N2CCCCC2)cc1 | 0 | 1 | -6 | 0.3 | 26 | -0.4 | -8 | 16 | 2 | -5 | 9
CCOC(=O)C1CCN(C(c2cccc(OC)c2)c2sc3nc(C)nn3c2O)CC1 (stereo unspecified) | · | 4 | -2 | 0.2 | 1 | 1.0 | -9 | 12 | 3 | -5 | 4
O=C(Nn1cnnc1)c1ccc(Cl)c(Cl)c1 | -29 | -11 | 10 | -0.1 | ? | -0.4 | -17 | 7 | 2 | -5 | 22
CCOC(=O)c1c(C)oc2c1c1c(c3ccccc32)OCN(Cc2ccccn2)C1 | -12 | -49 | -3 | 1.2 | -5 | 3.8 | -137 | -308 | 0 | · | 3
CCCCNC(=S)NNC(=O)c1csc(C)c1C | 3 | -19 | 7 | 0.2 | -6 | 1.1 | -12 | -82 | 1 | -13 | -67
CCOc1ccccc1N1Cc2cc(C)c(C)cc2C1 | · | · | -4 | -0.1 | -4 | 1.3 | -49 | -48 | 1 | -6 | -77
COc1cc(C2CC(=O)c3cnc(N)nc3C2)cc(OC)c1OC (stereo unspecified) | 8 | 2 | -1 | -0.2 | 7 | -2.6 | 6 | 3 | -2 | -5 | 14
Cc1cccc(NC(=S)N(CCc2ccncc2)C(C)C)c1C | 4 | 4 | 1 | -0.2 | 18 | -0.3 | -72 | 18 | -6 | -1 | 24
COCCNC(=S)N/N=C(\C)c1cccc(C(F)(F)F)c1 | 1 | -2 | 0 | 0.4 | -4 | 2.8 | -1 | 8 | 0 | -2 | -8
Cc1ccc(S(=O)(=O)N2Cc3ccccc3CC2C(=O)Nc2cc(C)on2)cc1 (stereo unspecified) | -1 | -14 | -2 | 0.0 | -2 | 0.6 | -27 | -22 | 1 | · | -48
N#CC(c1ccccc1)C1CCN(Cc2ccccc2)CC1 (stereo unspecified) | -1 | -24 | -2 | -0.2 | -2 | 0.7 | -21 | -4 | -1 | -6 | 13
COc1ccc(CCN(C)C(=O)COc2ccc(N(C)S(=O)(=O)c3ccc(C)cc3)cc2)cc1OC | -1 | 10 | -2 | -0.5 | -2 | -0.6 | 11 | 9 | -6 | -7 | 8
Cc1ccc(C(=O)NCC(=O)N(C)Cc2ccc(Cl)cc2Cl)s1 | 3 | -10 | -4 | -0.1 | 6 | 0.6 | -10 | -15 | · | -4 | -16
COc1ccccc1C1C2=C(N=c3s/c(=C/c4cccc(OCC(=O)O)c4)c(=O)n31)c1ccccc1CC2 (stereo unspecified) | 0 | 31 | 1 | 0.0 | -1 | 1.6 | 8 | 9 | -1 | -3 | 24
Cc1ccccc1S(=O)(=O)NC(=O)C1(C)CCN1C(=O)Cc1ccc(Cl)cc1Cl (stereo unspecified) | -3 | · | -3 | -0.5 | -3 | -1.6 | -15 | 4 | · | -8 | 5
CCO[C@H]1OC(C(=O)NCc2nc3ccccc3[nH]2)=C[C@@H](c2ccc3c(c2)OCO3)[C@@H]1CCCO | -1 | 2 | 2 | 0.1 | 5 | 1.4 | -2 | 12 | 3 | -5 | 13
O=C(c1ccccc1)C1OC1C(=O)c1ccccc1 (stereo unspecified) | -1 | 36 | -1 | 0.0 | 73* | -0.7 | -128 | -18 | · | -6 | -55
CCn1c(=O)c(=O)[nH]c2cc(C(=O)NC3CCCC3)ccc21 | 1 | 14 | 0 | 0.1 | 19 | 0.9 | -11 | -10 | 3 | -5 | 9
CCN(CC)c1ccc(S(=O)(=O)N2CCOCC2)cc1NC(=O)COC(=O)C1=COCCO1 | -3 | 7 | -2 | -0.1 | -3 | 2.2 | -14 | 8 | · | -6 | 10

The closing 2 compounds of the section before lead into the next.
SMILES | PDI inh | MITF TRPM1 inh | Exocytosis inh | aDG glyco up | Vif inh | hiPSC survival | NR2E3 ag-1 | Peg3 prom inh | NR2E3 ag-2 | CaV13 ICDI inh | HIF-2a inh
CCn1c(=O)c(=O)[nH]c2cc(C(=O)NC3CCCC3)ccc21 | 1 | 14 | 0 | 0.1 | 19 | 0.9 | -11 | -10 | 3 | -5 | 9
CCN(CC)c1ccc(S(=O)(=O)N2CCOCC2)cc1NC(=O)COC(=O)C1=COCCO1 | -3 | 7 | -2 | -0.1 | -3 | 2.2 | -14 | 8 | · | -6 | 10
CCC(C)C1Nc2ccc(C(=O)NCCc3ccc(OC)c(OC)c3)cc2NC1=O (stereo unspecified) | 13 | 18 | -10 | 0.0 | 24 | 1.4 | 0 | 22 | 5 | · | 21
O=C(c1cccc(OC2CCN(Cc3ccc(F)cc3Cl)CC2)c1)N1CCCC1 | 9 | 9 | -1 | 0.9 | -11 | -0.1 | 7 | 11 | 4 | -6 | -8
CCOC(=O)c1c(NC(=O)CNC2CCCc3ccccc32)sc(C(N)=O)c1C (stereo unspecified) | -1 | -1 | -3 | -0.6 | -12 | -0.8 | -3 | 23 | 3 | -3 | 1
Cc1cc(NC(=O)Cn2cnc3c(nnn3-c3cccc(F)c3)c2=O)no1 | -1 | 5 | -2 | 0.1 | -1 | 0.1 | -27 | 15 | 3 | -7 | 14
CC(C)NC(=O)NNC(=O)Cn1nnc(-c2cccc(Cl)c2Cl)n1 | -6 | -4 | -2 | -0.1 | -8 | -0.3 | -18 | 7 | 2 | -21 | 18
O=C(NC1(C(F)(F)F)NC(=O)N(CC2CCCCC2)C1=O)c1ccco1 (stereo unspecified) | 0 | -6 | 0 | -0.1 | -1 | 0.4 | 3 | 10 | 2 | · | 1
COc1ccc(-c2cn(-c3ccccc3)nc2CO)cc1 | -30 | -56 | 2 | 0.2 | 8 | 1.0 | -47 | -109 | 6 | -3 | -177
COc1ccc(/C=C/C(=O)NC(=S)Nc2ccc(S(=O)(=O)Nc3nccnc3OC)cc2)cc1 | -35 | 2 | -2 | -0.3 | 4 | 7.1 | -43 | 14 | -3 | -5 | -4
Cc1cccc(C(=O)NNC(=O)c2cc3cc4ccccc4nc3s2)c1 | -6 | -8 | 2 | 0.3 | 4 | -1.3 | -2 | -2 | -7 | -5 | -7
C=CCOc1cccc(/C=C\c2nc(O)c([N+](=O)[O-])c(=O)[nH]2)c1 | -21 | · | -9 | 0.0 | -14 | -0.4 | -22 | -11 | 5 | -2 | 5
COC(=O)C(NNc1ccccc1C)(NC(=O)c1ccc(F)cc1)C(F)(F)F (stereo unspecified) | -9 | 4 | 4 | -0.1 | 1 | -1.2 | 1 | 6 | -3 | · | 4
NC(=O)c1cc(N=Nc2c(N)[nH]n(-c3c(Cl)cc(Cl)cc3Cl)c2=O)ccc1Cl | -2 | 16 | -2 | 0.2 | 23 | 2.0 | -17 | -5 | -4 | -3 | 7
Cc1ccc(-c2nc3ccccc3nc2NN)cc1 | -2 | -43 | -7 | -0.2 | 2 | 0.9 | -110 | -203 | 6 | -10 | -195
Brc1ccccc1OCCCCCN1CCOCC1 | -4 | -21 | -1 | 0.2 | 2 | -0.9 | -24 | -46 | 2 | -4 | -71
O=C(COC(=O)CCCN1C(=O)c2ccccc2C1=O)Nc1ncc(Cl)cc1Cl | -1 | 3 | 2 | -0.1 | 0 | 0.0 | -5 | 8 | -1 | -5 | 6
CCOC(=O)C1=C(C)NC2=C(C(=O)C(C(=O)OCC)C(c3ccco3)C2)C1c1ccccn1 (stereo unspecified) | -12 | 8 | 0 | -0.1 | 1 | 1.7 | -9 | 6 | -4 | -3 | 13
CC(=O)Nc1cccc(Oc2cnc3ccccc3n2)c1 | -5 | -29 | 1 | -0.5 | -4 | -1.4 | -27 | -57 | -2 | -3 | -53
CCOC(=O)c1c(NC(=O)COC(=O)CNC(=O)c2ccco2)sc(C(C)=O)c1C | 12 | 0 | 3 | 0.3 | 0 | -0.3 | -12 | -18 | 6 | -6 | 7
COc1ccc(S(=O)(=O)N2CCN(Cc3cccc([N+](=O)[O-])c3)CC2)cc1 | -5 | -2 | -10 | 0.3 | 40 | 0.2 | -4 | 7 | 0 | -21 | -6
CN1C(=O)CC(N2CCN(c3ccccn3)CC2)C1=O (stereo unspecified) | -5 | 3 | 1 | -0.1 | -2 | 0.9 | -7 | 3 | 0 | · | 13

An excerpt from above in order of the NR2E3 ag-2 value, lowest first.
Compound | NR2E3 ag-2
NC(=O)c1cc(N=Nc2c(N)[nH]n(-c3c(Cl)cc(Cl)cc3Cl)c2=O)ccc1Cl | -4
CC(=O)Nc1cccc(Oc2cnc3ccccc3n2)c1 | -2
O=C(COC(=O)CCCN1C(=O)c2ccccc2C1=O)Nc1ncc(Cl)cc1Cl | -1
Cc1ccc(-c2nc3ccccc3nc2NN)cc1 | 6

New compounds follow
SMILES | PDI inh | MITF TRPM1 inh | Exocytosis inh | aDG glyco up | Vif inh | hiPSC survival | NR2E3 ag-1 | Peg3 prom inh | NR2E3 ag-2 | CaV13 ICDI inh | HIF-2a inh
O=C(Nc1ccc(Br)cc1)C1C2C=CC3(O2)C1C(=O)N(CCN1CCCCC1)C3C(=O)NC1CCCCC1 (stereo unspecified) | -8 | -13 | 17 | 0.1 | 27 | -0.2 | -7 | 2 | 1 | -4 | 17
Fc1ccccc1/C=N/N1CCN(Cc2ccccc2Cl)CC1 | 1 | -8 | 31 | -0.2 | 1 | -0.5 | 25 | -102 | 1 | -9 | -135
Cn1ccnc1SCC(=O)c1ccc(Br)cc1 | 2 | -36 | 37 | 0.1 | -5 | -3.0 | -36 | -50 | -3 | -8 | -149
COc1ccccc1NC(=O)CSc1nc2c(sc3ccccc32)c(=O)n1CCN(C)C | 9 | 16 | 13 | -0.2 | ? | 1.4 | 1 | 3 | 0 | -3 | -14
COc1ccc2c(c1)sc(=N)n2C | 2 | 9 | -1 | 0.0 | -2 | -0.1 | 5 | 25 | 2 | -2 | 7
CCOc1ncccc1C(=O)OCC(=O)Nc1cc(S(=O)(=O)N2CCCCC2)ccc1Cl | 3 | 0 | -3 | 0.0 | -2 | -0.4 | -15 | 13 | · | -5 | 16
CN1CCN(CCCN(Cc2cccs2)C(=S)Nc2ccc(Cl)cc2)CC1 | 2 | -16 | 28 | 0.8 | -1 | -0.9 | 28 | -6 | -3 | -2 | 6
COc1ccc(-c2nc(-c3cccc(C)c3)nc(N3CCN(C)CC3)c2C#N)cc1 | 5 | 3 | 2 | 1.2 | -5 | -3.0 | -14 | 26 | 0 | -1 | 2

Compound activity from PubChem.
